GLP1R ag: activates the human GLP-1 receptor | P43220 | HEK293 GLP-1R CRE-luciferase, luminescence, 4-6 h; cells express a hypersensitive GLP-1R form | Potency, µM (series often up to 45.6 µM), for the others: at the top dose activation, most hits filed as activators | actives 0.007% (n = 380,000); note: potency is the fitted concentration of half-maximal effect; % of control where 0% means no effect
Target sequence (P43220 whole entry, looked up): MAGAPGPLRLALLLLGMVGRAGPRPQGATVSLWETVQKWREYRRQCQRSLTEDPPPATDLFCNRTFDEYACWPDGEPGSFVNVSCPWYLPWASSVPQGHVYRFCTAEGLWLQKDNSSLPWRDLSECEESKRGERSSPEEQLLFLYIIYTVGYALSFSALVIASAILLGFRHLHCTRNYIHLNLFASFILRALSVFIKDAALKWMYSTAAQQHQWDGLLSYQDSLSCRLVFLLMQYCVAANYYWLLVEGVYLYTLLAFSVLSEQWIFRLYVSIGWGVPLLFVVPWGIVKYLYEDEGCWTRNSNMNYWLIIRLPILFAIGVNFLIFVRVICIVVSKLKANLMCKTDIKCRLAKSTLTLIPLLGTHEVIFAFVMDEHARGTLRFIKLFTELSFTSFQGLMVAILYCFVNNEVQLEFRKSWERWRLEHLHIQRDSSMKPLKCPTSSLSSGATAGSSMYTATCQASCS
GLP1R cytotox: cytotoxic in the GLP-1 receptor inverse agonist counter-screen; HEK293 cAMP-luciferase reporter cells, luminescence, 24 h; Potency, µM (series often up to 38.3 µM), without a hit: at the top dose activity change, negative = inhibition, actives largely listed as inhibitors; actives 0.13% (n = 410,000); AID 624418;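 note: loss of luciferase light is scored as toxicity; potency is the fitted concentration of half-maximal effect; % is set by controls: 0 for no effect and ±100 for the full control effect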
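Luminescence readout: signal drop marks cytotoxicity. Plated cells grew 12 h at 37 °C, 5% CO2, received 23 nL compound for 24 h, then got luciferase reagent, read after 12 min at RT.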
IL-2 act: activates IL-2 in a cell-based reporter assay | actives 0.065% (n = 360,000) | activation, % (series mostly up to about 46 µM) | IL-2 activation reporter assay, cell-based qHTS; stimulated with anti-CD3/CD4/CD28 beads; in transgenic mouse T cells; in the data active = activation above about 50%; inconclusive = mostly about 30% to 49%; note: 0% is about no effect
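Unstimulated transgenic mouse T cells preincubated 60 min with compound, then stimulated with anti-CD3/anti-CD4-coated beads plus anti-CD28 for 18 h at 37 degrees C. IL-2 response read as EGFP and DsRed fluorescence by plate cytometry.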
DRD3 antagonist: D3 dopamine receptor (human) antagonism; max response, negative = inhibition, %; D3R cells, DiscoveRx beta-arrestin luminescence, antagonist mode; stronger effect = lower value; actives 2.5% (n = 360,000); P35462; in the data active = max response below about -50%; inconclusive = no clear call, values can overlap the other calls; note: % is set by controls: 0 for no effect and ±100 for the full control effect; mostly tested at two doses, the higher about 12 µM
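Cells plated overnight at 1500 cells/well, then exposed to library compounds with dopamine controls for 90 minutes at 37 degrees C. DiscoveRx reagent added for 30–60 minutes at room temperature; luminescence read, quantitative HTS format.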
D3 ag: D3 dopamine receptor (human) agonism | P35462 | D3R DiscoveRx beta-arrestin cells, luminescence, 90 min | max activation, % | actives 0.58% (n = 410,000); in the data active = max activation above about 30%; note: 0% is about no effect; mostly tested at two doses, the higher about 12 µM
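Cells at 1500/well, incubated overnight, then treated with pinned compounds (dopamine as control) for 90 min at 37 degrees C. DiscoveRx reagent added for 30 - 60 minutes at room temperature; luminescence read.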
PI5P4K alpha inh: blocks human PI5P4K alpha kinase activity | PI5P4Kalpha enzyme, ADP-Glo luminescence, 60 min; stronger effect = lower value | AID 652105 | actives 1.2% (n = 330,000) | P48426 | max response, %; active = max response of -50% or lower; inconclusive = between -30% and -50%; inactive = -30% or higher; note: value at the top dose of about 77 µM; % is set by controls: 0 for no effect and ±100 for the full control effect
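ADP-Glo luminescence end-point after a 60 min room-temperature kinase reaction. PI5P4Kalpha and substrate in HEPES pH 7.4 buffer with EGTA, 0.1% CHAPS and 5% DMSO; ATP at 5 microM final.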
GLP-1R inv ag: inverse agonists of human GLP-1 receptor. P43220. HEK293 GLP-1R CRE-luciferase, luminescence, 24 h; GLP-1R form is constitutively active. Potency, µM (titrated, usually from 38.3 µM), for inactives: at the highest dose activity change, negative = inhibition, actives largely listed as inhibitors. actives 1.6% (n = 410,000); note: potency is the fitted concentration of half-maximal effect; % is set by controls: 0 for no effect and ±100 for the full control effect; nearly all actives have a fitted effect of over 55% in size
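HEK293 cells stably co-expressing constitutively active GLP-1R and a cAMP-responsive luciferase reporter were seeded in DMEM with 10% Nu serum, given compounds after 12 h, and incubated 24 h at 37 deg C. Luminescence was then read.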
WRN inhibitor: inhibitors of human WRN helicase | actives 0.46% (n = 360,000) | Potency, µM (doses to about 114 µM), inactives show at the top dose activity change, negative = inhibition, most hits filed as inhibitors | WRN helicase unwinding, fluorescent forked duplex, kinetic | Q14191; note: potency is the fitted concentration of half-maximal effect; % is set by controls: 0 for no effect and ±100 for the full control effect; nearly all actives have a fitted effect of over 55% in size
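Kinetic red-fluorescence monitoring (525/598 nm) tracks WRN helicase activity after 100 nM fluorophore-quencher forked duplex and 2 mM ATP are added to 20 nM enzyme pretreated 15 min at room temperature with compound.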
PLK1 PBD block: blocks phosphopeptide binding to human PLK1 polo-box domain; P53350; Plk1 PBD binding of FITC phosphopeptide, fluorescence polarization; Potency, µM, for the others: max response, negative = inhibition, most hits filed as inhibitors; actives 2.8% (n = 360,000); AID 720504; note: potency is the fitted concentration of half-maximal effect; series mostly up to about 57 µM; % is set by controls: 0 for no effect and ±100 for the full control effect; nearly all actives have a fitted effect of over 65% in size
Target sequence (P53350 whole entry, looked up, the tested form may be a part): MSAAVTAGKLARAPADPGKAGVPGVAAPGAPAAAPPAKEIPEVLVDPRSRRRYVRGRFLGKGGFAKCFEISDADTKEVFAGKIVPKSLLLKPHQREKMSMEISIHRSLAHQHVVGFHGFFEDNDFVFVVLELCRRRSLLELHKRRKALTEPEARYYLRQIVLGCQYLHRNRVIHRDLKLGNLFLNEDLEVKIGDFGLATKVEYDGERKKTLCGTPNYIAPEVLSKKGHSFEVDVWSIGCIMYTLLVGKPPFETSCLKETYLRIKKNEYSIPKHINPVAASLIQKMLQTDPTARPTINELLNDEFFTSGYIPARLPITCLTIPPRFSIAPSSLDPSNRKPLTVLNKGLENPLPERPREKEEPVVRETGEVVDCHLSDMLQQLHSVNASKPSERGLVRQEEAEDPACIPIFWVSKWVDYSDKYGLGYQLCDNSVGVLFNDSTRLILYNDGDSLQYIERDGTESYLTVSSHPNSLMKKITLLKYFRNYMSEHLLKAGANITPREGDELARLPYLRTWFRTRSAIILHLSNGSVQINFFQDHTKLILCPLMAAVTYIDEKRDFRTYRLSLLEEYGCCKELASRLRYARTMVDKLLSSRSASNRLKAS
Active calls of the source: *; u = inconclusive; x = no result given; [ ] = remark or other dose. Unless noted, calls come from the whole dose curve; as a rule, active = well fitted curve in the direction sought with a large enough effect; inconclusive = small, poorly fitted or top-dose-only effect, or another doubt; inactive = no such curve, though single readings can be large; an effect the other way counts as inactive or inconclusive.

Every second line gives: GLP1R ag	GLP1R cytotox	IL-2 act	DRD3 antagonist	D3 ag	PI5P4K alpha inh	GLP-1R inv ag	WRN inhibitor	PLK1 PBD block
- CC(C)Cn1c(N)c(C(=O)COC(=O)c2cccc(F)c2)c(=O)n(C)c1=O
  4.0%	-3.1%	0.1	u	-0.8	-0.3	-0.8%	-16.2%	-5.4%
- c1ccc(-c2nc(N3CCNCC3)nc3ccccc23)cc1
  21.9%	93.6%[activator]	-1.6	-11.6	-3.2	-4.1	-23.1%	-15.3%[57.1 µM]	-2.0%
- Cc1ccc(C(=O)Nc2ccc3c(c2)C(=O)N(C)C3=O)c(C)c1
  -6.8%	-19.5%	-2.6	7.2	-0.7	3.0	10.4%	7.2%	1.7%
- Cn1c(O)c(C2=c3ccccc3=NC2=O)sc1=Nc1ccc(Cl)cc1
  8.6%	-13.8%	-2.1	-63.0*	-1.3	-20.1	37.7%[activator]	-11.4%	-3.5%
- Cn1c(=O)c(=O)n(C)c2cc(S(=O)(=O)N3CCOCC3)ccc21
  0.8%	6.1%	-0.2	23.7	1.8	x	8.8%	-2.5%	1.8%
- Cc1cc(Cl)ccc1OCCCC(=O)NCCc1nnc2ccccn12
  -4.5%	-13.5%	-1.6	9.9	5.2	3.7	-21.8%	0.9%	-3.1%
- Cc1cccc(CN2CCN(Cc3ccc(-n4cccn4)cc3)CC2CCO)n1 (centres undefined)
  -3.6%	3.4%	0.1	u	-6.5	3.6	10.3%	3.4%	-17.0%
- Cn1cccc1-c1nc2ccccc2n1C
  -4.3%	-1.4%[0.307 µM]	-0.2	-2.8	-1.2	2.6	-6.6%[0.307 µM]	-7.7%	-4.1%
- COc1ccc([C@H]2CN(CCc3ccccc3)C(=O)[C@@H]2CC(=O)Nc2ccccc2)cc1
  -4.3%	-0.3%	-0.5	1.0	-10.1	3.7	-27.2%	0.7%	2.7%
- COC(=O)c1ccc(C(=O)NC2CC(C)(C)Cc3c2cnn3-c2ccc(F)cc2)nc1 (centres undefined)
  1.8%	-15.2%	-3.8	9.6	0.3	0.3	u	-23.3%	-1.9%
- CC1(C)CC(=O)C(CSC(=O)c2ccccc2)C(=O)C1
  -4.0%	-1.9%	1.2	-1.6	5.9	u	0.6%	-8.6%	9.47µM*
- Cc1nc2ccc(NS(=O)(=O)c3ccc(F)cc3)cc2s1
  4.0%	4.6%	1.3	1.2	2.3	9.1	1.7%	5.5%	0.7%
- CCC(Oc1cc(Cl)ccc1Cl)C(=O)N1CCCN(C)CC1 (centres undefined)
  7.7%	-4.2%	-1.4	-8.9	-3.3	-0.5	-27.0%	-9.1%	-7.6%
- COc1cc(=O)[nH]c(SCC(=O)Nc2ccc3ccccc3c2)n1
  -4.9%	-1.2%	-0.7	-8.1	-8.3	-15.6	11.8%	10.4%	-3.3%
- COc1ccc(/C=N\NC(=O)c2nn(C)cc2Cl)cc1CN1CCOCC1
  6.1%	1.3%	-2.2	0.0	3.0	-5.4	6.7%	1.0%	1.6%
- COCCNS(=O)(=O)c1ccc2c(c1)C(=O)c1cc(S(=O)(=O)NCCOC)ccc1-2
  -3.6%	1.4%	0.9	11.7	-1.1	-3.2	3.1%	6.4%	-8.4%
- COc1ccc(C2=NN3C(=O)c4c(ccc(OC)c4OC)C3C2)cc1 (centres undefined)
  18.2%	-3.6%	-0.1	23.2	-9.2	-4.3	17.7%	-6.8%	-9.2%
- CC(NC(=O)Nc1cccc([N+](=O)[O-])c1)c1ccc2c(c1)OCO2 (centres undefined)
  1.8%	0.0%	0.8	-14.5	-2.1	5.9	-78.5%	-9.6%	-5.2%
- COc1ccc(NC(=O)c2ccc(-n3nc(C)c[n+]3[O-])cc2)cc1
  -5.3%	-9.3%	-2.6	-5.4	-2.5	-12.0	-6.6%	-22.8%[57.1 µM]	0.4%
- Cc1ccc(Cc2c(-c3ccc(F)cc3)nc3c(Cl)cc(C(F)(F)F)cn23)cc1
  -5.5%	1.5%	-0.1	0.0	5.0	-6.0	-11.0%	2.7%	-6.6%
- Cc1ccc(CCNC(=O)C2CCN(S(=O)(=O)N3CCCC3)CC2)cc1
  -0.1%	-9.4%	-1.9	7.8	3.0	x	-0.4%	-2.7%	-1.8%
- CC(=O)Nc1coc2ccc(Br)cc12
  -16.8%	-23.6%	1.6	-15.0	2.0	-3.4	u	6.2%	-0.5%
- CSc1nnc(-c2ccccc2)c(-c2ccccc2)n1
  5.9%	4.8%	-4.4	27.6	4.2	-2.5	u	0.1%	-11.9%
- COc1ccc(/C=C2\C(=O)ON=C2c2ccccc2)cc1
  0.8%	-13.4%	-0.6	-3.0	-9.6	-52.8*	-6.3%	31.6µM*	1.5µM*
- Cc1cc(C)nc(Sc2c(C)n[nH]c2C)n1
  4.6%	3.3%	-0.8	2.9	-1.6	x	8.2%	-6.7%	-6.0%
- CN1CCN(c2ccc(NC(=O)CSc3nnnn3-c3ccccc3Cl)cc2)CC1
  -0.9%	-5.7%	-3.9	-12.6	-8.2	5.2	5.01µM*	-16.1%	-2.3%
- Cc1ccccc1C(=O)NNC(=O)C1CCN(C(=O)Nc2ccccc2)CC1
  1.5%	-2.8%	-4.7	15.3	5.0	4.5	-0.5%	2.9%	1.7%
- OC[C@@H]1CN(Cc2ccc(F)cc2)C[C@H](n2cnc3c(NCc4ccco4)ncnc32)O1
  -7.2%	-5.7%	0.2	0.0	2.6	4.3	4.8%	-5.9%	3.0%
- COC(=O)c1ccc(COc2ccc(C=O)cc2)o1
  19.4%	2.5%	-0.3	-1.0	0.3	-1.8	11.8%	-0.8%	-4.8%
- O=C(Nc1ccccc1)/C(=C/c1ccccc1)NC(=O)c1ccco1
  -1.3%	11.7%	4.6	-5.3	0.5	1.7	13.8%	-6.6%	4.4%

Retrieved by structure from the entries so far (two):
Every second line gives: GLP1R ag	GLP1R cytotox	IL-2 act	DRD3 antagonist	D3 ag	PI5P4K alpha inh	GLP-1R inv ag	WRN inhibitor	PLK1 PBD block
- Cc1ccc(Cc2c(-c3ccc(F)cc3)nc3c(Cl)cc(C(F)(F)F)cn23)cc1
  -5.5%	1.5%	-0.1	0.0	5.0	-6.0	-11.0%	2.7%	-6.6%
- COc1ccc(/C=C2\C(=O)ON=C2c2ccccc2)cc1
  0.8%	-13.4%	-0.6	-3.0	-9.6	-52.8*	-6.3%	31.6µM*	1.5µM*

(cont.)
Every second line gives: GLP1R ag	GLP1R cytotox	IL-2 act	DRD3 antagonist	D3 ag	PI5P4K alpha inh	GLP-1R inv ag	WRN inhibitor	PLK1 PBD block
- COc1ccc(S(=O)(=O)CCc2nnc(NC(C)=O)s2)cc1
  0.2%	-1.4%	-1.8	7.9	1.7	3.7	3.0%	4.0%	2.9%
- CC(C)CC(=O)NC(=S)Nc1ccccc1N1CCCC1
  11.9%	u	0.2	-0.2	-8.0	-0.8	u	13.3%	-9.9%
- CCCCn1c(SCC(=O)NC2CCS(=O)(=O)C2)nc2cc(S(N)(=O)=O)ccc21 (centres undefined)
  -1.3%	-0.8%	1.6	0.0	8.5	-2.1	11.4%	2.4%[57.1 µM]	3.4%
- Cc1[nH]nc2oc(=O)c(CCO)c(C)c12
  -1.4%	-5.7%	-0.5	-11.6	-3.2	x	6.9%	-6.9%[57.1 µM]	-5.9%
- Cc1ccc(C)c(SCC(=O)c2ccc[nH]2)c1
  -4.9%	-3.1%	0.0	-12.2	-1.1	-0.8	u	-4.2%	-11.2%
- CC(=O)N1CSCC1C(=O)O (centres undefined)
  2.8%	-11.5%	-0.4	1.3	2.2	0.1	26.2%	5.6%	-4.6%
- CCCNC(=O)C1Cc2cc(S(=O)(=O)N3CCCC3)ccc2N1C(C)=O (centres undefined)
  -5.7%	-0.6%	-3.3	-1.6	6.8	-4.2	13.9%	3.1%	-24.4%
- C=CCC1(C)C(=O)N(c2ccccc2)c2ccccc21 (centres undefined)
  1.3%	1.7%	-0.6	9.9	1.6	1.7	u	-4.9%	-10.6%
- COc1ccc(-c2cc(=O)oc3cc(OCc4nn[nH]n4)ccc23)cc1
  -3.9%	1.0%	0.1	-53.3*	-4.8	u	0.0%	-15.6%	-6.0%
- C=CCNc1sc(C(=O)c2ccccc2)c(N)c1C#N
  42.2%	-1.6%	-3.9	52.2	3.5	1.7	106.6%[activator]	-23.9%	-5.0%
- Nc1ccc(-c2cc(-c3cccc(N)c3)nc(-c3ccccc3)n2)cc1
  -2.9%	-25.4%	0.6	6.5	-4.1	29.8	-0.2%	-2.1%	-2.4%
- COc1cc(C2NC(=O)NC(c3ccccc3)=C2C(C)=O)c(Cl)cc1OCC(=O)O (centres undefined)
  5.5%	-3.9%	1.6	-5.4	4.7	2.3	1.2%	-4.1%	0.4%
- CCOc1ccc(NC(=O)CCN2CCN(c3ccccc3F)CC2)cc1
  5.7%	-18.6%	-0.3	u	12.5	x	0.0%	0.2%	2.3%
- CCNC(=O)C(=O)Nc1ccc([N+](=O)[O-])cc1
  5.0%	17.7%	-0.8	-10.9	-4.7	-3.3	-20.7%	-0.1%	-13.4%
- CCc1c(O)cc2n(c1=O)-c1ccc(Cl)cc1C2(C)C
  0.5%	2.4%	-1.6	6.4	4.7	2.4	12.2%	5.3%	-12.4%
- CCOC(=O)C1CCCN(C(=O)c2cc(S(=O)(=O)Nc3ccccc3OC)ccc2C)C1 (centres undefined)
  2.7%	-1.4%	-1.8	-1.7	-0.8	-4.1	10.2%	-2.2%	-8.7%
- CN(C)c1ccc(CN(Cc2ccco2)C(=O)c2ccco2)cc1
  -4.5%	-3.1%	-4.0	-10.9	0.8	3.0	11.2µM*	-6.8%	23.8µM*
- Cc1ccc(-c2nc(SC(C)C(=O)N3CCOCC3)n[nH]2)cc1 (centres undefined)
  12.1%	-6.9%	0.5	6.9	0.4	10.4	6.6%	1.8%	2.0%
- CCC1CN(C(=O)N2CCC(C(=O)NCc3ccc(OC)cc3OC)CC2)c2ccccc2O1 (centres undefined)
  -3.3%	-10.4%	0.6	8.6	5.1	-1.3	u	-3.1%	2.2%
- COc1cc(C(=O)OCC(=O)NC2CCCC2)cc(OC)c1OC
  10.8%	2.5%	1.0	0.1	4.7	-3.9	26.4%	6.1%	-10.6%
